NPYLR7 agonist – agonists of mosquito NPYLR7 receptor, primary screen, cell-based, Aedes aegypti, calcium fluorescence, mosquito biting behavior | Aedes aegypti neuropeptide Y-like receptor 7 (NPYLR7) | HEK293T NPYLR7/Galpha15, GCaMP6s calcium fluorescence | activation, % at 10 µM | 270,000 tested, 0.15% active; in the data active means activation above about 40%;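 further: 0% = vehicle and 100% = reference agonist at the receptor; some compounds past the cut are filed as inactive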
mcGAS inh – cyclic GMP-AMP synthase inhibitors, mouse, primary biochemical chemiluminescence. recombinant cGAS, Kinase-Glo ATP depletion luminescence. inhibition, % at 12.5 µM. 160,000 tested, 0.15% active. AID 1259399, 2018;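 further: 0% = negative control wells and 100% = reference inhibitor with no enzyme activity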
hcGAS lum – Primary biochemical luminescence assay for human cyclic GMP-AMP synthase inhibitors | recombinant h-cGAS, ATP depletion, Kinase-Glo luminescence | AID 1259398, 2018 | 290,000 tested, 0.081% active | inhibition, % at 12.5 µM | Q8N884;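 further: 0% = vehicle reaction and 100% = reaction without DNA for no activity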
Target sequence (Q8N884 whole entry, looked up): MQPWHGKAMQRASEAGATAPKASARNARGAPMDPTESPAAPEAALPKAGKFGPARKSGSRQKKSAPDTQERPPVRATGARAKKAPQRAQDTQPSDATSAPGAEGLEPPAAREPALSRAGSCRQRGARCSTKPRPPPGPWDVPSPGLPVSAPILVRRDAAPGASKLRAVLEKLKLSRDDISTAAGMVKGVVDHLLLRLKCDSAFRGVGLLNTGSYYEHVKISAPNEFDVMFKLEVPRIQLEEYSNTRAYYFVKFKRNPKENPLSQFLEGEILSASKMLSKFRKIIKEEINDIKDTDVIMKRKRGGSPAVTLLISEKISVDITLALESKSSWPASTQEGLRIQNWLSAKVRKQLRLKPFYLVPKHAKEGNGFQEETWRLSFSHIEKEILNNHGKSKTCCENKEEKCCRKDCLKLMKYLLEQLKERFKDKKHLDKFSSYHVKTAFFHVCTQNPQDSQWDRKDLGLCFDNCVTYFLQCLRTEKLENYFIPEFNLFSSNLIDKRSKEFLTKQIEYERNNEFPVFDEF
* marks the source's active call; other numbers are inactive results; x = no result given; & = joins results of further samples. Unless noted, no stated cut-off is given here; in the data, active means inhibition above about 40%; inactive means the rest.

molecule | NPYLR7 agonist | mcGAS inh | hcGAS lum
Cc1ccc2[nH]c(O)c(N=NC(=O)c3ccc4c(c3)OCO4)c2c1 | 15 | -17 | -9
CCC(C(=O)N(Cc1cc(NC(=O)C2CC2)ccc1N(C)C)C(C)C)c1ccccc1 (configuration not stated) | 5 | -3 | -5
COc1cccc(CC(=O)N2CCC(NC(=O)C3CC=CCC3)CC2)c1 (configuration not stated) | -5 | -11 | -4
O=C(Cn1nnnc1CN1CCOCC1)N1CCN(C2CCc3ccccc3C2)CC1 (configuration not stated) | 5&9 | -4 | -7&-3
COc1cccc(C(=O)NCc2ccc3c(c2)cc(C)n3C)c1 | 1 | -2 | -2
O=C(N1CCc2nc[nH]c2C1)C1(Oc2ccc(Cl)cc2)CCNCC1 | -6 | -9 | -5
Cc1ccc(-c2nc3scc(CCNS(=O)(=O)c4cc(C)ccc4C)n3n2)cc1 | 3 | -1 | 1
CCCCCCNC(=O)c1ccc(CSc2nc(Cl)cc(N(C)Cc3ccccc3)n2)cc1 | -6 | -6 | -10
COc1cn(CC(=O)N2CCc3ccccc32)c(CSc2nncn2C)cc1=O | -4 | -8 | -9
COc1ccc(NC(=O)C2=NN(c3cccc(C)c3)C(=O)CC2)cn1 | -1 | x | 4
COc1ccccc1C(=O)N1CCOC(c2ccccc2)C1 (configuration not stated) | -15 | x | 5
CCOC(=O)[C@@H]1CN(C(=O)c2cc3ccccc3s2)[C@H]2c3ccccc3O[C@@H]12 | 3 | -7 | -4
CCCOC(=O)C1C2C=CC3(CN(CC4CCCO4)C(=O)C13)O2 (configuration not stated) | -1 | x | -9
COc1ccc(Cl)cc1NC(=O)C(=O)NCC(c1cccn1C)N1CCCC1 (configuration not stated) | -7 | x | -2
Cc1ccccc1-n1c(-c2ccc(Cl)cc2)cc(C(=O)N2CCN(C(=O)C(C)(C)CCl)CC2)c1C | 16 | -6 | -7
O=C1c2c(O)ccc([N+](=O)[O-])c2C(=O)c2c(O)ccc([N+](=O)[O-])c21 | -2 | x | 23
O=c1c2ccccc2cnn1CN1CCN(S(=O)(=O)c2ccc(F)cc2)CC1 | 1 | -9 | -4
CCc1ccc(S(=O)(=O)NCCn2nc(-c3cccs3)ccc2=O)s1 | 4 | -7 | 1
CCCC(=O)Sc1[s+]sc2c1-c1cc(OC)ccc1NC2(C)C | -1 | -5 | -3
Cc1c(Cl)c(C(F)(F)F)nn1CC(=O)Nc1cccnc1 | 15 | -7 | -4
NC(=O)NS(=O)(=O)c1ccc(N)cc1 | -7 | x | -4
Oc1ccc(N=Cc2nc(-c3ccc(Cl)cc3)oc2O)cc1 | 2 | 4 | 3
O=C(Cc1ccc(Br)cc1)N1CCN(S(=O)(=O)c2cc(Cl)ccc2Cl)CC1 | -8 | x | -6
CC1CCc2c(sc3ncnc(NCC(=O)N4CCCC4)c23)C1 (configuration not stated) | 1 | -6 | -4
C=CCc1cc(CN2CC[C@H](O)C[C@@H]2C(=O)O)ccc1OC | x | -13 | -3
CCC[C@@H](NC(N)=O)C(=O)N(C)Cc1ccccc1Br | 0 | x | -6
COCCN(CC(=O)N(Cc1ccc(F)cc1)Cc1ccc(C)s1)C(=O)c1cccs1 | 11 | -7 | -4
O=C(CSc1nnc(SCc2ccccc2)s1)NN=Cc1cccc(Br)c1 | 0 | -4 | -5
O=C(CN(C(=O)Nc1ccc(Cl)cc1Cl)C1CC1)N(Cc1ccc2c(c1)OCO2)Cc1cccs1 | x | -6 | -13
CCOCCCn1c(=O)c(C#N)cc2c(=O)n3ccccc3nc21 | -2 | 0 | 5
CC(C)CS(=O)(=O)c1ncc(CN(C)C2CCOC2)n1Cc1ccccc1 (configuration not stated) | -1 | x | -1
C1CCN(CC23CC4CC(CC(C4)C2)C3)CC1 | x | -4 | -6
COc1ccc(NC(C)=O)cc1-n1cnnc1 | 16 | -14 | -9
CC(Sc1nc2ccsc2c(=O)n1C)C(=O)Nc1ccc(Cl)c(C(F)(F)F)c1 (configuration not stated) | 6 | -10 | -6
CN1CCC1(C)C(=O)Nc1ccc2c(c1)OCO2 (configuration not stated) | 0 | x | -6
C=C(C)Cn1c(=O)c2c(nc3n(-c4ccc(OCC)cc4)c(C)c(C)n23)n(C)c1=O | 11 | -5 | -1
Cc1ccc(C(c2c(O)cc(C)n(Cc3cccnc3)c2=O)N2CCN(c3ccccn3)CC2)cc1 (configuration not stated) | 12 | x | -6
CC(=O)Oc1cc2oc(=O)c(Cl)c(C)c2cc1Cl | -1 | 29 | 72*
CCOc1ccccc1CNC(=O)Cn1cnc2c([nH]c3ccc(C)cc32)c1=O | x | 0 | -1
O=C(Cc1ccc(S(=O)(=O)N2CCCC2)s1)Nc1cccc2cccnc12 | -4 | x | 7
CC(N)c1nncn1C(C)C (configuration not stated) | 0 | -5 | -1
CN1CCNC(=O)C12CCN(C(=O)C1=CC(=O)CC(C)(C)O1)CC2 | 17 | x | -3
COCC(O)CN(Cc1cccc(Cl)c1)CC1CC(c2ccccc2F)=NO1 (configuration not stated) | -3 | -5 | -7
O=C(NCC1CN(Cc2ccccc2)CCO1)c1ccoc1 (configuration not stated) | 2 | x | -2
C=C(C)COc1ccccc1C(=O)NCCc1nc(C)c(C)s1 | 4 | -11 | -8
CC1(C)CC(=O)C2C(=Nc3ccccc3NC2c2ccc3c(c2)OCO3)C1 (configuration not stated) | -2 | -7 | -7
O=S1(=O)CC2N=C(Nc3ccccc3Cl)SC2C1 (configuration not stated) | -1 | x | 1
COc1ccc(Cl)cc1NS(=O)(=O)c1ccccc1Cl | 0 | -5 | -4
O=C(C1c2ccccc2Oc2ccccc21)N(C(=O)N1CCCCC1)c1ccccc1 | 12 | x | -4
c1cc2c(cc1-c1cnnc(NCCCN3CCOCC3)n1)OCO2 | -8 | x | 3

In the list so far, these have fluorine.
molecule | NPYLR7 agonist | mcGAS inh | hcGAS lum
O=c1c2ccccc2cnn1CN1CCN(S(=O)(=O)c2ccc(F)cc2)CC1 | 1 | -9 | -4
Cc1c(Cl)c(C(F)(F)F)nn1CC(=O)Nc1cccnc1 | 15 | -7 | -4
COCCN(CC(=O)N(Cc1ccc(F)cc1)Cc1ccc(C)s1)C(=O)c1cccs1 | 11 | -7 | -4
CC(Sc1nc2ccsc2c(=O)n1C)C(=O)Nc1ccc(Cl)c(C(F)(F)F)c1 (configuration not stated) | 6 | -10 | -6
COCC(O)CN(Cc1cccc(Cl)c1)CC1CC(c2ccccc2F)=NO1 (configuration not stated) | -3 | -5 | -7

Going on with the list.
molecule | NPYLR7 agonist | mcGAS inh | hcGAS lum
COc1ccc(C2C(C(=O)OC(C)C)=C(C)N=c3sc(=Cc4ccc(C)o4)c(=O)n32)cc1 (configuration not stated) | -4 | -1 | -2
O=C(N=Nc1c(O)[nH]c2ccccc12)c1cc(-c2ccccc2Cl)n[nH]1 | 3 | -2 | -7
CN(C)C(=O)c1cccc(NC(=O)c2ncccc2OCC(F)F)c1 | 1 | -11 | -5
CCN(CC)C(=O)c1cc(NC(=O)c2ccc(Br)cc2)ccc1N1CCCC1 | 2 | -10 | -4
CN(Cc1cc(Br)ccc1F)C(=O)NCc1ccco1 | 0 | x | -5
CSc1ccc(-c2csc(NC(=O)c3ccc(S(=O)(=O)N4CCCC4)cc3)n2)cc1 | 1 | x | -3
CC(=O)c1c(C)oc2ccc(NS(=O)(=O)c3cc([N+](=O)[O-])ccc3C)cc12 | -4 | x | -2
CCc1nc2ccc(C(=O)N3CCN(S(=O)(=O)CC)CC3)cn2c1N(CC)CCN(C)C | -4 | -4 | -6
Cc1cccc(-n2ccnc2CN2CCCC(CNC(=O)c3cccc4ccccc34)C2)c1 (configuration not stated) | -1 | -10 | -9
CC1COc2c(N3CCN(C)CC3)c(F)cc3c(=O)c(C(=O)NC4=NCCS4)cn1c23 (configuration not stated) | 0 | x | -9
OC(COCc1ccccc1)CN(Cc1ccc(F)cc1)CC1CC(c2ccc(F)cc2)=NO1 (configuration not stated) | 0 | -4 | -5
CCN(CC1CCCO1)C(=O)NC1CCc2ccccc21 (configuration not stated) | 5 | -7 | -5
Cc1noc(-c2cccc(C(F)(F)F)c2)c1C(=O)NCc1cccs1 | 4 | -8 | -6
O=C(CSc1nc(=O)n(CCCO)c2c1CCCC2)NC1CCCC1 | -5 | -7 | -4
Cc1cccc(OCCn2c(SCC(N)=O)nc3ccccc32)c1 | -4 | -4 | -5
COC(=O)C[C@H]1C(C)(C)C(=O)[C@@H]2CC3=C(CC[C@]4(C)C3=CC(=O)O[C@H]4c3ccoc3)[C@@]1(C)C2=O | -10 | -3 | -3
CCN1CCCC1CNS(=O)(=O)c1c(C)c(C)cc(C)c1C (configuration not stated) | -6 | x | 5
Cc1ccc(S(=O)(=O)N(CC(=O)NCc2ccc3c(c2)OCO3)C(=O)N2CCN(C)CC2)cc1 | 8 | 0 | 1
CCOC(=O)c1c(NC(=O)CCN2C(=O)c3cccc([N+](=O)[O-])c3C2=O)sc(C(C)=O)c1C | -4 | 2 | 2
CCc1nnsc1C(=O)N1CC[C@@H](c2ccc3ccccc3c2)[C@H](O)C1 | 3 | -11 | -6
CCc1ccc(-n2c(C)c(C)n3c4c(=O)n(CCN5CCCCC5)c(=O)n(C)c4nc23)cc1 | 5 | x | -1
CCC(=O)c1ccc(OCC(=O)N2CCNCC2C(=O)NC2CC2)cc1 (configuration not stated) | -2 | -29 | -4
O=c1c2cnc3ncnn3c2ccn1CCCN1CCOCC1 | 4 | x | -1
NC(=O)CN1CCC(Nc2ncnc3c2cnn3-c2ccc(F)cc2)CC1 | -2 | -16 | -5
CC(C1CC1)N(C)C(=O)c1cccc(NC(=O)c2cccs2)c1 (configuration not stated) | -1 | x | -11
O=C(NCC1(Cn2cccn2)CC1)c1ccc2scnc2c1 | -1 | x | 1
CCCCNC(=O)c1cc(NC(=O)COC)c2c(c1)ncn2CCc1ccccc1 | 2 | -12 | -4
CC1(C(=O)NS(=O)(=O)c2ccccc2Cl)CCN1C(=O)CC1CCCCC1 (configuration not stated) | 2 | x | -7
O=C(c1ccc(Nc2c(Oc3cccc(Cl)c3)cnn(-c3ccc(F)cc3)c2=O)cc1)N1CCOCC1 | 11 | -5 | -6
COc1ccccc1-c1nc(SC(C(C)=O)C(=O)N(C)C)c2c(=O)n(C)c(=O)n(C)c2n1 (configuration not stated) | -5 | -3 | 2
c1ccc2c(-c3cnn4cc(-c5ccc(N6CCNCC6)cc5)cnc34)ccnc2c1 | 1 | -10 | -5
O=c1c(Cl)c(NCc2nnc3ccccn23)cnn1-c1ccccc1 | 0 | x | 2
O=C(Cn1cnc2c(nnn2Cc2ccc(Cl)cc2)c1=O)NCc1ccc2c(c1)OCO2 | 4 | x | -4
Cc1cc(C(=O)CCC(=O)OCC(=O)c2ccc[nH]2)c(C)s1 | 1 | -6 | -11
COc1cccc(NC(=O)Cn2c3c(sc2=O)C2c4ccccc4OCC2CS3)c1 (configuration not stated) | -6 | -6 | -5
CCCCc1nc(N2CCN(C(=O)C3CCC3)CC2)c2c(C)nn(-c3ccccc3)c2n1 | -5 | 0 | 3
O=C1Nc2ccccc2/C1=C/C(=O)c1ccccc1 | -5 | -2 | -3
CCN1CC(CN(C)CN2C(=O)NC3(CCC(C)CC3)C2=O)Oc2ccccc21 (configuration not stated) | -11 | -1 | -1
Cc1ccccc1Cn1nc(-c2ccco2)ccc1=O | 6 | x | -8
C=C(NN=c1sc2ccccc2n1C)c1cccc(C(F)(F)F)c1 | -12 | x | 3
CCC(c1nc2ccccc2c(=O)n1-c1ccc(Br)cc1)N(CCN(C)C)C(=O)Nc1ccc(Cl)c(Cl)c1 (configuration not stated) | 32 | -4 | -2
Nc1nnnn1/N=C\c1ccc(OCc2ccc(Cl)cc2Cl)cc1 | -15 | x | -5
CCC(C(=O)N1CCC[C@@H]1C(=O)NCCCNC(=O)c1ccccc1)c1ccccc1 (some centres not stated) | 29 | -7 | -6
CC1c2cccn2CCN1Cc1ccc(Sc2nncn2C)o1 (configuration not stated) | 18 | -11 | -5
Cc1cc(C(=O)COC(=O)C=Cc2ccc(Br)o2)c(C)n1C | 6 | -8 | 0
CC(C)CCNC(=O)N1CCN(S(=O)(=O)c2ccccc2C#N)CC1 | -5 | x | -8
COc1ccnc(NCCc2ccc3c(c2)OCO3)n1 | -2 | -7 | -6
CCC(=O)Nc1ccc(OCC(=O)N(C)Cc2sccc2C)cc1 | 6 | x | -6
COc1ccc(-c2cc(C3CC3)nc(SCC(=O)c3ccc(Br)cc3)c2C#N)cc1 | -4 | -6 | 2
N#CCCSc1nnc(-c2cccnc2)n1Cc1ccccc1 | 11 | x | -7

Additional records
molecule | NPYLR7 agonist | mcGAS inh | hcGAS lum
O=C(C1CC1)N(Cc1nccn1Cc1ccc(Cl)c(Cl)c1)C1CC1 | -1 | 1 | 12
COC(=O)c1sc(N)c(C(=O)OC)c1COC(=O)C1CC=CCC1 (configuration not stated) | 3 | x | -3
Cc1ccc(-c2nc3cnccn3c2NC2CCCCC2)o1 | 30 | x | 2
COc1cc2c(cc1OC)CN(C1CCCN(Cc3cccc(C(C)=O)c3)C1)CC2 (configuration not stated) | 19 | x | -4
CCn1nc(C)c(CNC(=O)C2CCC(=O)N(CCc3ccccn3)C2)c1C (configuration not stated) | 6&21 | -15 | -8&-12
CC(C)NC(=O)Nc1ccc(N(C)C)c(CN(C(=O)C(C)(C)C)C2CCCCC2)c1 | -6 | -6 | -5

3 compounds from above, ordered by length of the SMILES, low to high.
molecule | NPYLR7 agonist | mcGAS inh | hcGAS lum
O=C(C1CC1)N(Cc1nccn1Cc1ccc(Cl)c(Cl)c1)C1CC1 | -1 | 1 | 12
CCn1nc(C)c(CNC(=O)C2CCC(=O)N(CCc3ccccn3)C2)c1C (configuration not stated) | 6&21 | -15 | -8&-12
CC(C)NC(=O)Nc1ccc(N(C)C)c(CN(C(=O)C(C)(C)C)C2CCCCC2)c1 | -6 | -6 | -5
